# PGK inhibitor: T. brucei PGK inhibition. P07378. PGK/GAPDH coupled, Kinase-Glo luminescence, 60 min. Potency, µM (series often up to 57.5 µM), without a hit: at the highest dose activity change, negative = inhibition, usual class: inhibitors. 0.043% of 380,000 active; note: potency is the fitted concentration of half-maximal effect; % is set by controls: 0 for no effect and ±100 for the full control effect; nearly all actives have a fitted effect of over 60% in size
#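 Recombinant glycosomal PGK reaction used 1,3-bisphosphoglycerate generated in-well by GAPDH (100nM final) in 100mM TEA pH 7.6, 5mM MgCl2, 0.01% Tween-20. After 60 minutes at room temperature, ATP was read by Kinase-Glo Plus luminescence end-point.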
# Apoferritin bind: candidate novel general anesthetic via apoferritin binding; P02791; Potency, µM (series often up to 77.5 µM), without a hit: at the top dose activity change, negative = displacement, actives largely listed as inhibitors; 0.074% of 350,000 active; apoferritin/1-aminoanthracene competitive binding, fluorescence; note: potency is the fitted concentration of half-maximal effect; % is set by controls: 0 for no effect and ±100 for the full control effect; nearly all actives have a fitted effect of over 20% in size
#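 10 uM apoferritin + 50% sat. 1-AMA, PBS; cpd 10 min RT; Ex380/Em535 endpoint; normalized to free probe vs complex; 4-param Hill fit; propofol titration as pos. ctrl.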
# POLI inh: blocks human DNA polymerase iota activity. Q9UNA4. Potency, µM (top dose mostly 115 µM), without a hit: at the top dose activity, negative = inhibition, most hits filed as inhibitors. Pol iota fluorescent replication assay, 10 min. 1% of 390,000 active. AID 588590; note: potency is the fitted concentration of half-maximal effect
#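 Fluorescent replication assay read twice, at 0 min and 10 min after adding 50 nM (final) substrate. Enzyme (10 nM) and compounds were first incubated 15 min at room temperature; enzyme-free buffer wells were negative controls.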
# RXFP1 antag: blocks the human relaxin receptor RXFP1. activity change, negative = inhibition, % at 57.5 µM. Q9HBX9. HEK293-RXFP1, relaxin-stimulated cAMP HTRF, 30 min; active compounds read low. 0.59% of 350,000 active;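 active = activity change of -60% or lower, but not beyond a set lower limit; inconclusive = change between -60% and -40%, or beyond the set limit; inactive = change above -40%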; note: % is set by controls: 0 for no effect and ±100 for the full control effect
# BLM helicase inh: inhibitors of human Bloom syndrome helicase BLM; P54132; recombinant BLM DNA unwinding, fluorescence dequenching; Potency, µM (highest dose often 56.1 µM), without a hit: at the highest dose activity change, negative = inhibition, hits mostly inhibitors; 0.2% of 350,000 active; AID 2528;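 note: potency is the fitted concentration of half-maximal effect; plate controls were vehicle for no effect and no enzyme for full effect; nearly all actives have a fitted effect of over 35% in size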
# Target sequence (P54132 whole entry, looked up): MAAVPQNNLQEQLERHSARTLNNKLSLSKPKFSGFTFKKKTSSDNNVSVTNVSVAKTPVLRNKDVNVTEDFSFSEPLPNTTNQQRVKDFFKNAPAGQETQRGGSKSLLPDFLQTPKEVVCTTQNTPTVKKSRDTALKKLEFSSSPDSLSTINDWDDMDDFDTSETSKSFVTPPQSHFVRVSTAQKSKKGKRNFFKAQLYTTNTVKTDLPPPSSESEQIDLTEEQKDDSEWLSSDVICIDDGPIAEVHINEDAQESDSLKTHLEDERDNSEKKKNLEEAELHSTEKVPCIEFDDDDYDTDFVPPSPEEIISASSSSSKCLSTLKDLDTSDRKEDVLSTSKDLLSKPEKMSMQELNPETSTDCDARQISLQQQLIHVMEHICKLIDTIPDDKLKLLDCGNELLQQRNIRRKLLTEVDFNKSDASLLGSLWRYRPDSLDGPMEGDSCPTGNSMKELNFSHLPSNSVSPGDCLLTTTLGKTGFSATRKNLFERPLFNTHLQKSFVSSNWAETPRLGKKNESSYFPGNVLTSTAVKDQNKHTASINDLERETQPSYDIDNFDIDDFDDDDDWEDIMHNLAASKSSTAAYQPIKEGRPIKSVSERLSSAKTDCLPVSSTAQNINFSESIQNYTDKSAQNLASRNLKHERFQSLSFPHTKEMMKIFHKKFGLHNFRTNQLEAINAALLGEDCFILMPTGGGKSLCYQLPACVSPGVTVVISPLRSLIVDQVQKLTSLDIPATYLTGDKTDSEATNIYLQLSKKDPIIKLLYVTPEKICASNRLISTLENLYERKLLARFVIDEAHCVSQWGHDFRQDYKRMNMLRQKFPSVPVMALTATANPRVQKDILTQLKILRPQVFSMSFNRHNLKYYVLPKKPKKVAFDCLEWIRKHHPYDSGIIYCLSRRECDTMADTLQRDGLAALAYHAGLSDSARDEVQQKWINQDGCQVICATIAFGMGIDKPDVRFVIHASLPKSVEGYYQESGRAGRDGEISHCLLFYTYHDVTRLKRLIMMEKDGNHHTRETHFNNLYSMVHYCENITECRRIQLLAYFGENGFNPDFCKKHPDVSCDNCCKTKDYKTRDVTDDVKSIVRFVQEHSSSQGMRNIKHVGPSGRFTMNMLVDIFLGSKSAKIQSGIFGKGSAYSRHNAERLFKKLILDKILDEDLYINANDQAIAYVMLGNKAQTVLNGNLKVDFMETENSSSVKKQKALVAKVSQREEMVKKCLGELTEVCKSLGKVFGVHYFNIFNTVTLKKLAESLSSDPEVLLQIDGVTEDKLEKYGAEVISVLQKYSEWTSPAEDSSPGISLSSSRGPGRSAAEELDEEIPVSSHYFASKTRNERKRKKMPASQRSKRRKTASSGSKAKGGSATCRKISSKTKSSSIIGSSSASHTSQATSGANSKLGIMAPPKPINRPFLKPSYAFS
# APE1 inh: blocks human APE1 abasic DNA cleavage. Potency, µM (series often up to 65.8 µM), for inactives: at the top dose activity change, negative = inhibition, usual class: inhibitors. P27695. recombinant APE1, TAMRA/BHQ-2 abasic DNA cleavage fluorescence. 0.35% of 350,000 active. AID 2517;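 note: potency is the fitted concentration of half-maximal effect; plate controls were vehicle for no effect and reference inhibitor for full effect; nearly all actives have a fitted effect of over 55% in size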
#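 APE1 at 0.75 nM final was preincubated with compound 15 min at room temperature, then 50 nM double-stranded THF abasic-site substrate (5'-TAMRA/3'-BHQ-2) was added. Fluorescence (ex 525/em 598 nm) was read kinetically; third-minus-first read gave activity.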
# Pol beta inh: inhibitors of human DNA polymerase beta | AID 485314 | P06746 | 1.3% of 340,000 active | Pol beta primer extension/strand displacement, fluorescence kinetic | Potency, µM (titrated, usually from 114 µM), inactives show top-dose activity change, negative = inhibition, most hits filed as inhibitors; note: potency is the fitted concentration of half-maximal effect; % is set by controls: 0 for no effect and ±100 for the full control effect
#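 Curves were derived by four-parameter Hill fits of normalized qHTS data. The kinetic fluorescent primer-extension read was taken at 0 and 10 min after 50 nM substrate, following a 15 min room-temperature preincubation of 10 nM enzyme with compounds.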
# Pol eta inh: inhibitors of human DNA polymerase eta. 1.2% of 390,000 active. Potency, µM (doses to about 114 µM), for inactives: at the highest dose activity change, negative = inhibition, hits mostly inhibitors. recombinant Pol eta, fluorescent DNA replication assay. Q9Y253; note: potency is the fitted concentration of half-maximal effect; % is set by controls: 0 for no effect and ±100 for the full control effect
#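 Fluorescent replication assay: 50 nM final substrate added after a 15 min room-temperature compound preincubation with 10 nM enzyme. Signal taken at 0 min and again at 10 min.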
# Pol kappa inh: inhibitors of human DNA polymerase kappa; Q9UBT6; purified Pol kappa, fluorescent DNA synthesis assay, 10 min; Potency, µM (titrated, usually from 107 µM), inactives show at the top dose activity, negative = inhibition, actives largely listed as inhibitors; 0.53% of 400,000 active; AID 588579; note: potency is the fitted concentration of half-maximal effect; % is set by controls: 0 for no effect and ±100 for the full control effect
#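 Kinetic fluorescence readout at 0 and 10 min followed reaction start with substrate at 50 nM final. Beforehand, enzyme (10 nM Pol kappa) stood 15 min with compound at room temperature; buffer-only wells were negative controls.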
# An asterisk follows results filed as active; i = inactive; ? = inconclusive; nt = not tested or not shown; & = joins results of further samples; [ ] = another dose, or the depositor's remark. Unless noted, calls come from the whole dose curve; as a rule, active = well fitted curve in the direction sought with a large enough effect; inconclusive = small, poorly fitted or top-dose-only effect, or another doubt; inactive = no such curve, though single readings can be large; an effect the other way counts as inactive or inconclusive. These rows are one share of the data; count on the stated rates, not on these rows.
smiles | PGK inhibitor | Apoferritin bind | POLI inh | RXFP1 antag | BLM helicase inh | APE1 inh | Pol beta inh | Pol eta inh | Pol kappa inh
O=S(=O)(NC1CCCC1)c1cccc(-c2nnc(-c3ccccc3)o2)c1 | 3% | ? | 3% | -3 | 3% | -8% | 2% | -9% | -18%
COc1ccc(NC(=O)C2=C(C)Nc3ncnn3C2c2ccccc2C(F)(F)F)c(OC)c1 (stereo not drawn) | 1% | -5% | 15% | -4 | -5% | 9% | 37% | ? | -10%
CCCNC(=O)CCNS(=O)(=O)c1ccc2c(c1)c(=O)n(C)c(=O)n2C | -3% | 1% | 33%[activator] | nt | -2% | nt | 24% | -12% | -2%
Cc1ccc(S(=O)(=O)N(C)c2ccc(OCC(=O)NCC3(N(C)C)CCCCC3)cc2)cc1 | i | nt | -13% | -8 | nt | 21% | nt | -16% | -5%
N#Cc1ccc(COC(=O)C2CCC(=O)N2)cc1 (stereo not drawn) | -11% | -1% | 15% | 4 | 0% | 2% | 7% | -3% | 0%
Cc1ccc(C(C)C)c(OCc2ccc(C(=O)Nc3ccc(S(N)(=O)=O)cc3C)o2)c1 | i | -22% | 10% | -21 | -17% | nt | -17% | -16% | ?
COC(=O)C1(C)NC(c2cccs2)C2C(=O)N(c3ccc(F)cc3)C(=O)C21 (stereo not drawn) | 11% | -10% | 3% | 2 | 0% | 2% | 13% | 5% | 1%
COc1cccc(-c2nnc(SCC(=O)NCc3ccc4c(c3)OCO4)n2Cc2ccco2)c1 | 0% | ? | 19% | -3 | -14% | 0% | -16% | -2% | -8%
COc1ccc(S(=O)(=O)N2CCCC(C(=O)NC3CCCC3)C2)cc1OC (stereo not drawn) | -10% | -1% | 29% | -6 | -2% | 54% | -19% | -16% | -6%
Cc1cccc(C)c1-n1cccc1/C=C1/C(=N)N2C(=NC1=O)SN=C2S(C)(=O)=O | -8% | ? | 65%[activator] | -108* | -10% | -1% | ? | 79µM* | -7%
COc1cccc(-c2[nH]c3c(c2-c2c(-n4cccc4)n(C)c(=O)[nH]c2=O)c(=O)[nH]c(=O)n3C)c1 | -1% | -3% | 21% | nt | -1% | nt | -20% | -14% | -14%
CCOC(=O)c1cc(C(=O)NC(C)c2ccccc2)c(=O)[nH]c1C (stereo not drawn) | 0% | 3% | 36%[activator] | -8 | -1% | 47%[activator] | 23% | -12% | 8%
Cc1cc(C)cc(NC(=O)[C@H](Cc2c[nH]c3ccccc23)NC(=O)[C@@H]2Cc3ccccc3CN2)c1 | -1% | -21% | 45%[activator] | nt | -4% | 6% | 17% | -5% | 14%
CC1(C)NC(=O)N(CC(O)COc2ccc(N3C(=O)c4ccccc4C3=O)cc2)C1=O (stereo not drawn) | i | -13% | -13% | -8 | -1% | 15% | 32% | -12% | 7%
COc1ccccc1CCNC(=O)Cc1c(C)c2cc3c(C(C)(C)C)coc3c(C)c2oc1=O | 5% | 58% | -7% | 2 | 3% | nt | 3% | -18% | -11%
Cc1ccc(NC(=O)c2cc(S(=O)(=O)N3CCCCC3)c[nH]2)cc1F | -2%&-5% | -5%&-4% | -10%&-12% | -12 | -1%&-6% | 12% | 8%&2% | -3%&-10% | -17%&5%
CCC1c2ccc(C)n2CCN1C(=O)Nc1ccccc1OC (stereo not drawn) | -1% | 4% | ? | -6 | -2% | 2% | -3% | 11% | -5%
CCc1nc(N2CCN(C(=O)CCl)CC2)c2c3c(sc2n1)CC(C)CC3 (stereo not drawn) | -5% | -21% | 29% | -12 | -10% | 6% | 0% | ? | 10%
Cc1ccc(SCCNC(=O)c2ccc(C)c(S(=O)(=O)Nc3ccccc3C)c2)cc1 | 3% | 30% | -23% | -10 | -10% | -7% | 3% | -8% | -11%
CCOC(=O)c1cccc(OC(=O)CCNC(=O)c2ccc(Cl)cc2)c1 | i | nt | 40%[activator] | -7 | nt | -1% | nt | -8% | -4%
CCCNC(=O)C1CCC(Cn2c(=O)c3sccc3n(CC(=O)N3CCCC(C)C3)c2=O)CC1 (stereo not drawn) | -6% | -8% | 24% | -4 | 3% | nt | 13% | -16% | 8%
O=C(COC(=O)c1ccc[n+]([O-])c1)Nc1ccc([N+](=O)[O-])cc1Cl | 3% | nt | 23% | -7 | nt | 10% | nt | -4% | -7%
COC(=O)C1=C(C)NC(C)=C(C(=O)OC)C1C(=O)OCC(=O)Nc1ccc(C(C)=O)cc1 | 6% | -3% | 7% | -4 | -7% | 5% | 6% | 1% | -6%
Cc1nc(N2CCCCC2)c2c(C)c(C(=O)Nc3cccc(C(F)(F)F)c3)sc2n1 | nt | ? | 15% | -3 | -10% | 1% | -8% | -25% | -15%
O=C(Nc1ccc2c(c1)OCO2)c1ccc(Cl)s1 | -1% | -15% | 25% | -3 | -6% | ? | 2% | -11% | -10%
Cn1c(-c2ccccc2)c(/C=N/NC(=O)c2cccnc2)c2ccccc21 | 0% | 46%[activator] | 21% | -21 | -13% | -6% | 56µM* | -18% | -26%
Cc1ccc(Cn2c(=N)n(CC(O)COc3ccccc3)c3ccccc32)cc1 (stereo not drawn) | -10% | ? | 17% | -8 | 36%[activator] | -1% | 1% | -4% | 1%
CCc1ccc2oc(C(=O)Nc3sc4c(c3C(=O)NC)CCCC4)cc(=O)c2c1 | -6% | -6% | 26% | 6 | -3% | nt | -25% | -9% | 0%
Cc1ccc(NC(=O)CSCC(=O)Nc2nnc(C)s2)cc1 | -6% | nt | 22% | -2 | nt | 10% | nt | -7% | -22%
COc1cccc(/C=N/NC(=O)CSc2ccccc2C)c1O | -1% | ? | 12% | nt | -2% | -9% | 36% | -9% | 7%
O=C(COC(=O)c1ccco1)NCc1cccs1 | -2% | 0% | -3% | -24 | -3% | 9% | 6% | -15% | -2%
CCn1nc(NS(=O)(=O)c2ccccc2[N+](=O)[O-])c2cc3ccc(C)cc3nc21 | 4% | -12% | 19% | -21 | 2% | -7% | 23% | -10% | -13%
COc1ccccc1C(=O)Nc1ccc(N2CCN(S(C)(=O)=O)CC2)cc1 | -8% | 57%[activator] | -6% | -8 | -4% | -4% | 0% | 1% | -2%
NCC(=O)Nc1ccc(Br)cc1 | -5% | -6% | -14% | 4 | -6% | 19% | -1% | -12% | -4%
CC1CCCN(CCCNC(=O)CCn2nc(-c3ccccc3)ccc2=O)C1 (stereo not drawn) | 5% | 9% | 42%[activator] | -2 | 3% | -3% | -3% | -24% | -19%
CCn1cc(C(=O)O)c(=O)c2cc(F)c(N3CCN(C(=O)Nc4ccccc4)CC3)cc21 | i | 4% | -1%[58.9 µM] | 13 | 4% | 4% | -12% | -8% | -2%
COc1cccc(CNC(=O)C(=O)NCC(c2ccco2)S(=O)(=O)c2cccs2)c1 (stereo not drawn) | -5% | ? | 2% | -13 | -5% | nt | -3% | -20% | -4%[60.1 µM]
Cc1ccc(S(=O)(=O)N2CCN(C(=O)COC(=O)/C=C/c3ccc(F)cc3)CC2)c(C)c1 | i | nt | 39%[activator] | 2 | nt | -1% | nt | -15% | -3%
O=C(Nc1ccc2oc(=O)ccc2c1)c1cc([N+](=O)[O-])ccc1N1CCOCC1 | -6% | -6% | 17% | 8 | -2% | -2% | -4% | -10% | ?
O=C(/C=C/c1ccc(F)cc1)NCCNC(=O)/C=C/c1ccc(F)cc1 | 0% | -6% | 137%[activator] | 7 | 0% | -5% | -1% | -20% | -2%
CC(C)OCCCNC(=O)C(Cc1ccccc1)NS(=O)(=O)c1ccc2c(c1)CCC(=O)N2 (stereo not drawn) | -8% | -7% | 17% | 6 | 2% | 59%[activator] | 9% | -17% | -3%
O=C(N/N=C/c1ccccn1)c1cc(-c2ccccc2Cl)n[nH]1 | -10% | -19% | 4% | 1 | -10% | -4% | 0% | 0% | -1%
Cc1cc(C(=O)COC(=O)c2ccc(F)cc2F)c(C)n1C1CC1 | -9% | nt | 9% | -2 | nt | 13% | nt | -9% | -16%
CCC1=NN2C(=N)/C(=C\c3ccc(OCCOc4ccc(NC(C)=O)cc4)c(OC)c3)C(=O)N=C2S1 | 1% | 0% | 134%[activator] | -7 | -9% | 0% | -3% | -10% | -1%
CC(C)(C)C1(C)OC(=O)C(=Cc2ccc(OCC(=O)Nc3ccccc3)cc2)C(=O)O1 (stereo not drawn) | i | -3% | 5% | -7 | 1% | 3% | ? | -14% | -5%
O=C(NCCN1CCOCC1)c1ccc(CS(=O)(=O)c2ccc(Cl)cc2)o1 | 6% | -8% | -1% | 10 | 0% | 0% | 1% | -8% | -2%
Cn1c(SCC(=O)Nc2ccc3c(c2)n(C)c(=O)n3C)nnc1-c1ccncc1 | -2% | -2% | 85%[activator] | -16 | 0% | 62%[activator] | 2% | -15% | 8%
Cc1nn(CCCC(=O)NCc2ccc(Cl)cc2)c(C)c1[N+](=O)[O-] | 2% | -8% | 24% | nt | 2% | 0% | 2% | -12% | -9%
Cc1c(NC(=O)C(C)OC(=O)/C=C/c2ccc(OC(F)F)cc2)c(=O)n(-c2ccccc2)n1C (stereo not drawn) | 0% | nt | 10% | -4 | nt | 5% | nt | 4% | 0%
CC(=O)c1sc(NCc2ccccc2)nc1C | -5% | 7% | 19% | 13 | -3% | 2% | 8% | -20% | -16%
CCN(CC)S(=O)(=O)c1ccc(N2CCN(CCO)CC2)nc1 | -6% | 2% | -11% | -13 | 0% | 0% | 1% | -19% | -10%
C/C(=C\CO)CCC(C)CCCC(C)CCCC(C)C (stereo not drawn) | nt | -21% | nt | nt | -16% | 6% | nt | nt | -20%[60.1 µM]
CN[C@@H]1[C@H](O[C@H]2[C@H](O[C@H]3[C@H](O)[C@@H](O)[C@H](N=C(N)N)[C@@H](O)[C@@H]3N=C(N)N)O[C@@H](C)[C@]2(O)C=O)O[C@@H](CO)[C@H](O)[C@H]1O | nt | -7% | nt | nt | -3% | -7% | nt | nt | -2%[60.1 µM]
CC(C)c1ccc(N(C)C(=O)Cc2c(C(=O)O)n(C)c3ccccc23)cc1 | nt | -12% | 4% | 18 | -1% | -5% | 0% | -16% | -1%
COc1cc(C(=O)c2ccc3c(c2)OCO3)cc(OC)c1OC | 3% | nt | -11% | 12 | nt | nt | nt | -25% | 1%

# Compound activity from PubChem BioAssay.
